# OXTR agonist: human OXTR agonists, primary screen, fluorescence, CHO-OTR cells, Fluo-8 calcium. 320,000 compounds, 0.32% hits. activation, % at 3 µM. Fluo-8 calcium fluorescence; normalized: DMSO 0%, oxytocin 100%;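 active = activation above the mean of all tested compounds plus 3 SD, cutoff set per screening run, cut at about 20% in these data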;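 note: peak over basal fluorescence ratio from a 100 s FLIPR kinetic read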
# Target sequence (P30559 whole entry, looked up): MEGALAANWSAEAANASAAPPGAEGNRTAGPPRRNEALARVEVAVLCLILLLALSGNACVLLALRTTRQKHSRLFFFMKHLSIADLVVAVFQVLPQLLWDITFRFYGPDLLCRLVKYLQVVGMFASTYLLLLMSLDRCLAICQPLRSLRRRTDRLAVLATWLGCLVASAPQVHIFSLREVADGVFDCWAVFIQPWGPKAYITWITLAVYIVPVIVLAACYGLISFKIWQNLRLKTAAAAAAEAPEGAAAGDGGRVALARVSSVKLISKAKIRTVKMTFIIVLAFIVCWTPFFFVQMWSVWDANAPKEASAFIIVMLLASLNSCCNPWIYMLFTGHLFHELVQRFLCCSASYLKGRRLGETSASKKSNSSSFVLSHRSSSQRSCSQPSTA
# GPR7 antagonist: GPR7 receptor antagonists, primary screen, cell-based, fluorescence, single concentration; GPR7-expressing cells, fluorescence antagonist assay; inhibition, % at 4.4 µM; 290,000 compounds, 1.1% hits; AID 1861, 2009; in the data active = inhibition above about 16%, passing the limit was not always enough;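 note: cells stimulated with the agonist NPW; 0% = agonist with vehicle and 100% = vehicle without agonist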
# Target sequence (P48145 whole entry, looked up): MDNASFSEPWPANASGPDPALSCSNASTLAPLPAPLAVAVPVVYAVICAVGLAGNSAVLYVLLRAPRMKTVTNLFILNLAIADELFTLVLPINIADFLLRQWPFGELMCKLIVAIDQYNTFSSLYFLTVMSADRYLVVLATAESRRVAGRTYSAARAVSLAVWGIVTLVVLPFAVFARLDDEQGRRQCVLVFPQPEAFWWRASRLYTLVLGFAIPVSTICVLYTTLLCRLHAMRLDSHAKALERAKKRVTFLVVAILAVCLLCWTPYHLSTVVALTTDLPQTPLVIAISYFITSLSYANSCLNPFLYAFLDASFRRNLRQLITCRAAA
# V1aR counter: agonists of human V1a receptor, primary screen, counter-screen for OXTR agonist project, fluorescence, CHO-V1R cells. 320,000 compounds, 0.25% hits. Vasopressin V1a receptor (Homo sapiens), P37288. Fluo-8 calcium fluorescence, agonist mode; 0% DMSO, 100% 3 nM vasopressin. activation, % at 3 µM;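 active = activation above the mean activation of all tested compounds plus 3 SD, per screening run, cut at about 20% in these data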;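 note: signal is peak over basal fluorescence ratio across a 100 second FLIPR read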
# TAAR1 antagonist: human TAAR1 antagonists, primary screen, Fluo-8 calcium fluorescence, CHO RD-HGA16 cells. antagonist. 360,000 compounds, 1.5% hits. Trace amine-associated receptor 1 (Homo sapiens), Q96RJ0. inhibition, % at 3 µM;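 active = inhibition above a per-plate cutoff, the mean inhibition of test compounds on that plate plus 3 SD, cut at about 49% in these data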;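 note: 0% = DMSO plus EC80 beta-PEA response and 100% = DMSO alone without agonist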
# Target sequence (Q96RJ0 whole entry, looked up): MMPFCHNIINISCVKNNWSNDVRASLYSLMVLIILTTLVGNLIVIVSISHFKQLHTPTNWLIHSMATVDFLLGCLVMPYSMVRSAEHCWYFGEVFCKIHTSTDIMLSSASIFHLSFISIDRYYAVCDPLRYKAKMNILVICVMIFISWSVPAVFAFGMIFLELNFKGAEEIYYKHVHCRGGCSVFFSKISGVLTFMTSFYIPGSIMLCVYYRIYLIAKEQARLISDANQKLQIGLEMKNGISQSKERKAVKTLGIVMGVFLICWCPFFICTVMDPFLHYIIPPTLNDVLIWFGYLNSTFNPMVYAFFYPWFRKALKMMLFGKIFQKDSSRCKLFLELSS
#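 Test system: RD-HGA16 CHO cells with stable hTAAR1 and Gα16 / Probe or stimulus: EC80 β-phenethylamine stimulus / Times: seeding 17-24 h prior, 75-min 37 °C, 30-min RT dye loading / Detection: Fluo-8 calcium-sensitive fluorescence / Read-out basis: % inhibition scaled between DMSO and EC80 PEA controls / Repeats: singlicate, one well per test compound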
# OXTR potentiate: human OXTR potentiators, primary screen, fluorescence, CHO-OTR cells, Fluo-8 calcium; Fluo-8 calcium fluorescence, potentiator mode; 0% = oxytocin EC15, 100% = EC100; activation, % at 3 µM; 320,000 compounds, 0.061% hits; AID 2445, 2010;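 active = activation above that plate's cutoff, the mean activation of tested compounds plus 3 SD, cut at about 6.6% in these data, passing the limit was not always enough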;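 note: 100% uses oxytocin at 75 nM as the full agonist control; some results filed as inactive read as strong as hits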
#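 Material: human OTR in CHO cells. Compound: 3.0 µM, one dose. Timing: compound 6 min at room temperature before oxytocin, 100 s read. Evaluation: % activation of max/min ratio relative to oxytocin controls. Replication: single well per compound, singlicate. Signal: Fluo-8 calcium dye fluorescence.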
# M1 PAM parental: nonselective calcium activators in parental CHO-K1 cells, primary screen, counter-screen for M1 PAM project, cell-based, Fluo-8 calcium fluorescence, full deck, 1536-well. ATP EC20; 0% at ATP EC20, 100% at ATP max. activation, % at 3 µM. 360,000 compounds, 0.02% hits. AID 602247, 2012;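 active = activation above the run cutoff, the mean activation of all test compounds plus 3 SD, cut at about 40% in these data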;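 note: peak over basal fluorescence ratio in a 140 s read after ATP addition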
# CHO parental Ca: ATP-evoked calcium signal inhibitors, parental CHO, primary screen, counter-screen for OX1R antagonist project, cell-based, fluorescence, Fluo-8 calcium dye | inhibition, % at 5.6 µM | parental CHO-K1, ATP-induced calcium, Fluo-8 fluorescence | 330,000 compounds, 0.63% hits;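 active = inhibition above that plate's mean sample inhibition plus 3 SD, cut at about 26% in these data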;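 note: 0% = ATP-challenged DMSO wells and 100% = DMSO wells without ATP; some compounds past the cut are filed as inactive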
#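 Material – parental CHO cells · Reagent – ATP stimulus · Compound – single nominal dose of 5.6 µM per compound · Detection – Fluo-8 fluorescence · Read-out basis – percent inhibition of calcium signal · Controls – ATP-challenged DMSO wells low, unchallenged DMSO wells high · Repeats – no replicates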
# M1 ag parental: counter-screen for M1 agonists: effect in parental CHO-K1 cells; Fluo-8 calcium fluorescence; scaled to maximal ATP response, vehicle zero; activation, % at 3 µM; 360,000 compounds, 0.48% hits; AID 602248, 2012; in the data active = activation above about 15%;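 note: untransfected CHO-K1 host cells lacking M1 receptor as counterscreen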
# CHO-K1 Ca antag: counter-screen for M1 antagonists: effect in parental CHO-K1 cells; ATP-induced calcium, Fluo-8 fluorescence; inhibition, % at 3 µM; 360,000 compounds, 0.6% hits;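 active = inhibition above a per-plate cutoff, the plate's mean sample inhibition plus 3 SD, cut at about 24% in these data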;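 note: 0% = DMSO plus EC80 ATP and 100% = DMSO alone without ATP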
# Active calls of the source: *; x = not tested or not shown.
SMILES,OXTR agonist,GPR7 antagonist,V1aR counter,TAAR1 antagonist,OXTR potentiate,M1 PAM parental,CHO parental Ca,M1 ag parental,CHO-K1 Ca antag
CCCCN(CC)CCNC(=O)c1nn(-c2ccc(OC)cc2)c(=O)c2c1c1ccccc1n2C,-0.6,2.8,-1.0,10.5,-16.1,7.6,2.2,-0.3,0.6
COc1ccc2c(C)cc(SCC(=O)Nc3cc(C(N)=O)cc(C(N)=O)c3)nc2c1,-0.6,-3.6,-0.4,-14.7,9.4,2.9,-20.2,0.6,-15.1
COc1ccc(-c2[nH]c(-c3ccccc3)nc2SCC(=O)Nc2nccs2)cc1,-0.8,-8.4,0.8,48.7*,-5.2,14.6,-11.2,3.8,-6.7
COc1ccc(-c2nc(CS(=O)CC(=O)NCc3ccc4c(c3)OCO4)c(C)o2)cc1OC (stereo unspecified),-0.3,-4.3,-0.3,-17.1,-6.9,-1.6,-27.4,0.0,16.0
Nc1ncnc2c1cnn2-c1ccccc1,1.3,-3.5,1.2,9.2,6.1,11.4,-4.5,0.2,-16.1
Cc1nn(CC(=O)Nc2ccc(Cl)c(S(=O)(=O)N(C)C)c2)c(C)c1[N+](=O)[O-],0.5,-7.5,2.6,-5.9,-9.5,1.0,-7.4,2.0,3.8
CCCCCCCCNS(=O)(=O)CCNCc1ccccc1,x,x,x,-36.9,x,28.7,x,-0.3,-11.7
CCOC(=O)/C(C(=O)Nc1ccc(Cl)cc1Cl)=C1/NC(C)(C)Cc2ccccc21,-2.4,-9.7,-0.9,x,0.2,x,-5.9,x,x
COc1ccc2oc(C(=O)OCC(=O)N3CC(C)OC(C)C3)c(C)c2c1 (stereo unspecified),-1.3,10.6,0.2,-13.9,-5.9,8.1,-21.8,0.1,-5.8
O=C(O)C(=O)/C(=C\c1ccc([N+](=O)[O-])cc1)c1ccc2ccccc2n1,1.8,-2.9,2.1,0.0,-4.5,3.4,-3.3,5.9,-1.5
O=C(NCCCN1CCCCC1)c1ccc2c(c1)ncn2C1CCCC1,1.5,-7.3,0.0,-16.3,-0.7,17.8,-6.6,2.1,-9.6
Cc1ccc(C)c(Cn2nnc3c(=O)[nH]c(C4CCN(S(=O)(=O)c5ccc(S(=O)(=O)N(C)C)cc5)CC4)nc32)c1,-0.4,4.7,-1.2,8.2,0.2,-8.0,-15.8,0.2,-15.3
CCOC(=O)c1c(C)n(OC)c2ccc3c(no[n+]3[O-])c12,-1.1,12.5,-0.1,14.1,-9.1,7.8,2.2,1.0,-7.4
CSc1cc(-c2ccc(Cl)cc2)c(C(=O)N2CCCC2)s1,-1.2,1.9,-2.0,4.8,1.7,11.1,-13.3,-0.3,-7.7
Cc1cc(Cl)c(S(=O)(=O)N2CCN(c3ccccc3)CC2)cc1OCC(N)=O,1.6,-7.3,1.1,4.5,-11.7,6.6,-15.9,1.0,-7.4
COc1ccc(CSCC(=O)NN=C2CCN(C)CC2)cc1,0.1,1.4,3.8,11.7,-3.7,16.0,-6.6,0.9,-3.4
CCN(CCCCCCN)c1ccc2c(=O)[nH][nH]c(=O)c2c1,0.6,-22.7,0.5,-5.8,-1.5,-8.8,-13.4,-0.1,-4.2
COc1ccc(NC(=O)[C@@H](NC(=O)N2C[C@H]3C[C@@H](C2)c2cccc(=O)n2C3)C(C)C)cc1OC,1.6,1.8,0.1,-5.8,-0.1,9.0,-5.6,0.8,0.3
Nc1cc2c(cc1C(=O)c1ccccc1)OCCO2,-0.8,-8.0,0.1,13.1,-5.1,10.5,-0.1,-0.3,-4.7
O=[N+]([O-])c1ccc2c(c1)C(N1CCOCC1)/C(=C/COc1ccc3ccccc3c1Br)O2 (stereo unspecified),1.0,-2.1,0.5,-27.2,0.4,3.6,-0.3,0.3,-8.2
CC1(C)CC(=O)C2=C(C1)OC(N)=C([N+](=O)[O-])C2c1ccc(C#N)s1 (stereo unspecified),1.3,-2.1,-0.1,14.0,2.5,-0.7,-2.1,0.3,2.4
Cc1ccc(NC(=O)COC(=O)CCc2c[nH]c3ccccc23)cc1[N+](=O)[O-],2.3,-12.9,4.3,22.7,-10.4,20.5,-7.3,2.4,-10.5
CC(C)C[C@@H](C(=O)NCC1CCCO1)N1C(=O)N2CCc3c([nH]c4ccccc34)[C@@]2(C)C1=O (stereo partly specified),1.1,-6.3,0.9,-11.0,-7.8,-7.9,-12.9,1.3,-2.9
COc1ccccc1CNC(=O)C1CCC(CNS(=O)(=O)c2ccccc2)CC1 (stereo unspecified),1.0,-7.2,2.9,3.1,-3.3,11.5,-14.0,12.4,-2.3
CCN(C(=O)COC(=O)CCC(=O)c1cccs1)c1ccccc1,1.5,x,1.3,-6.7,1.9,-5.7,-11.1,0.3,16.4

# A draw from above in order of SMILES length, rising:
SMILES,OXTR agonist,GPR7 antagonist,V1aR counter,TAAR1 antagonist,OXTR potentiate,M1 PAM parental,CHO parental Ca,M1 ag parental,CHO-K1 Ca antag
CCN(C(=O)COC(=O)CCC(=O)c1cccs1)c1ccccc1,1.5,x,1.3,-6.7,1.9,-5.7,-11.1,0.3,16.4
COc1ccc2oc(C(=O)OCC(=O)N3CC(C)OC(C)C3)c(C)c2c1 (stereo unspecified),-1.3,10.6,0.2,-13.9,-5.9,8.1,-21.8,0.1,-5.8
COc1ccc2c(C)cc(SCC(=O)Nc3cc(C(N)=O)cc(C(N)=O)c3)nc2c1,-0.6,-3.6,-0.4,-14.7,9.4,2.9,-20.2,0.6,-15.1
O=[N+]([O-])c1ccc2c(c1)C(N1CCOCC1)/C(=C/COc1ccc3ccccc3c1Br)O2 (stereo unspecified),1.0,-2.1,0.5,-27.2,0.4,3.6,-0.3,0.3,-8.2

# (further entries)
SMILES,OXTR agonist,GPR7 antagonist,V1aR counter,TAAR1 antagonist,OXTR potentiate,M1 PAM parental,CHO parental Ca,M1 ag parental,CHO-K1 Ca antag
c1ccc(-c2nc(-c3cccnc3)cs2)cc1,x,31.8,x,14.9,x,-9.3,x,-0.6,-10.3
CCCCN(C)Cc1c(C)[nH]c2ccc(C)cc2c1=O,0.1,-2.1,-0.8,8.7,-1.2,12.4,1.2,0.2,-7.3
CCC(=O)c1cc(F)ccc1OCC(=O)N1CCN(c2ccc(F)cc2)CC1,-0.7,5.2,2.4,-24.6,-14.4,16.3,-2.8,3.5,-23.8
CCC(CO)Oc1cc(NCc2ccc(C(=O)O)cc2)c2ncn(C(C)C)c2c1 (stereo unspecified),2.2,x,1.1,-5.0,11.4,-19.3,-1.1,-0.3,8.0
C=CC[n+]1c(/C=C2\C=Cc3cc(C)ccc3N2CC)ccc2ccccc21,13.5,35.4*,10.7,36.6,-31.7,-6.8,56.2*,16.0*,38.1*
COc1ccc(Cl)cc1NC(=S)NC1CCCC1,-0.8,3.2,-0.2,3.4,-12.1,8.1,-6.7,1.9,-2.6
CN1CCN(CC#Cc2ccccc2)CC1CCO (stereo unspecified),0.1,-18.2,0.7,-34.3,1.4,8.0,-0.5,0.9,-7.2
CC1CCC2=NN(C(=O)c3ccco3)C(O)(C(F)(F)F)C2C1 (stereo unspecified),-2.2,-0.3,0.6,8.1,-11.2,6.9,-19.2,-0.4,-4.3
C[C@H]1COC(=O)[C@H](NC(=O)OCC2c3ccccc3-c3ccccc32)C/C=C\C[C@H](CC(=O)N(CCO)Cc2ccccc2)C(=O)N1,-0.3,x,1.0,0.0,-0.2,6.8,-30.0,1.9,5.6
Cc1ccsc1/C=N/NC(=O)C1CC(=O)N(c2ccccc2)C1 (stereo unspecified),-0.3,-7.5,1.3,1.4,-10.7,0.6,-7.8,0.6,-4.2
Cc1c(C(=O)NC2CC2)oc2ccccc12,-0.7,x,-0.4,5.7,-3.0,12.7,-13.7,0.6,-11.0
CC(=O)Nc1ccc(S(=O)(=O)Nc2ccc(-n3cnnn3)cc2)cc1,0.7,x,0.0,8.5,-3.0,2.6,-2.8,0.1,-11.4
Cc1nnc(SCc2nnc(-c3ccccc3Br)o2)n1-c1ccccc1,-0.1,-6.0,0.2,8.9,-8.6,2.8,-18.7,1.0,-16.6
CC1ON=C(c2ccc(F)cc2)NC1=O (stereo unspecified),x,x,x,-16.9,x,9.5,x,0.1,-7.1
CCN(Cc1ccccc1)C(=O)CS(=O)(=O)c1ccccc1,-1.3,-3.4,0.3,-37.8,-4.9,10.2,4.8,0.2,-9.9
CC1(C)CC(=O)N(CC(=O)NC2CCCC2)c2ccccc2S1(=O)=O,0.6,-6.3,-0.1,-6.8,-2.9,-0.5,-9.1,0.0,-12.6
O=C(CSc1nnnn1C1CCCCC1)NCCc1ccccc1,-0.8,-0.1,0.4,-18.1,-3.4,11.8,-2.0,0.9,-19.9
CCCc1c(C(=O)N/N=C/c2sccc2C)nnn1-c1nonc1N,0.9,-9.1,3.6,19.7,-5.3,13.9,4.1,1.1,-21.3
Cc1ccn2cc(CNS(=O)(=O)c3cccs3)nc2c1,0.1,-7.9,0.7,1.6,-1.4,-12.9,0.0,0.4,-3.6
Cc1ccc(C(=O)OCC(=O)N2CCC(C)CC2)cc1S(=O)(=O)N1CCOCC1,x,x,x,18.5,x,10.8,x,0.9,-11.2
CC(=O)c1cccc(N(CC(=O)Nc2cc(C)cc(C)c2)S(C)(=O)=O)c1,0.0,0.6,0.5,-1.9,-2.7,-9.4,-26.6,-0.7,23.5
O=C(O)/C=C/C(=O)NCc1ccccc1,0.7,-11.3,0.5,0.1,0.4,21.5,2.4,4.9,-1.6
Cc1ccc(NS(=O)(=O)c2ccc(Br)s2)nc1,0.3,-15.0,-0.5,10.9,-3.3,-3.5,-9.3,0.3,8.1
CC(C)CC(=O)NC(=S)NNC(=O)c1ccc([N+](=O)[O-])cc1,6.6,-11.5,0.4,6.2,3.1,-7.2,-5.2,1.0,4.4
Fc1ccc(CSc2nc3ncc(Br)cc3[nH]2)cc1,-0.9,-8.8,-1.2,0.1,-16.8,21.7,-8.1,1.2,-13.4
CC(=O)Nc1ccc(-c2cc(NC(C)=O)n(-c3ccccc3)n2)cc1,-1.3,0.2,0.1,6.4,-10.7,8.8,-10.4,0.3,-3.2
O=C(Nc1ccc(N2CCOCC2)cc1)c1cc2c(s1)CCCC2,-2.1,0.9,-0.6,1.1,0.5,-5.9,-15.4,-0.1,-1.3
COc1ccc(C(=O)NCc2n[nH]c(=S)n2-c2ccccc2)cc1OC,0.4,2.2,-0.1,3.7,0.2,22.9,-0.1,0.5,-15.1
COc1ccc(C(=O)NCC(=O)OCc2ccc(Cl)cc2Cl)cc1OC,-1.7,x,1.0,-11.5,1.4,10.6,-34.5,0.6,-7.3
O=C(CCS(=O)(=O)c1ccccc1)Nc1nnc(-c2ccco2)o1,-0.1,-11.5,1.7,-3.1,-4.5,19.9,-2.5,1.0,-18.7
